# INS promoter inh: TRM-6 insulin promoter activity inhibition. 130,000 compounds, 0.9% hits. inhibition, % at 2 µM. TRM-6 cells (human fetal islet line), insulin promoter-eGFP reporter, imaging; reporter expression induced with tamoxifen;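 active means inhibition above the mean plus 3 SD, with well images judged a real hit on visual review, cut at about 60% in these data, passing the limit was not always enough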
# sdo1 growth: sdo1-depleted yeast growth rescue; z-score at 10 µM; AID 817; 140,000 compounds, 0.21% hits; S. cerevisiae sdo1-depleted JHY4D growth rescue, OD600 30 h; hits give high values; pdr5 snq2 efflux-pump mutant strain;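 active means z-score above 3 at both the 24 hr and the 30 hr optical density reads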;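 further: z-score against mean and SD of all compound wells on the same plate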
# sdo1 growth Rescue 24 h: recorded beside sdo1 growth, whose call it bears; z-score; S. cerevisiae sdo1-depleted JHY4D growth rescue, OD600; measured here: growth rescue at 24 h;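 0 is the plate mean of compound wells and units are plate SD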
# * hit, by the source's call; i = inactive; x = no result given; & = joins results of further samples; [ ] = remark or other dose. An excerpt, so the mix of outcomes need not match the whole.
SMILES,INS promoter inh,sdo1 growth,sdo1 growth Rescue 24 h
CC1(C)Cc2c(sc3c2c(=N)n(Cc2ccco2)c(=O)n3CC(=O)Nc2cccc(Cl)c2)CO1,25.0,0.04,0
O=C(NC1CCC(C(=O)O)CC1)OCc1ccccc1 (configuration not stated),0.0&-6.2,0.94&-0.13,-0.28&-0.92
CCOC(=O)c1c(C)n(C)c2cc(-c3cccc(C(F)(F)F)c3)c(O)cc12,37.5,-0.2,0.22
CCN1C(=O)N(CC)C2NC(=S)NC21 (configuration not stated),12.5,-0.46,-0.94
Cc1nc(SCCCSc2n[nH]c(C)n2)n[nH]1,-41.7,1.72,2.45
CC(=O)N1CCc2cc(S(=O)(=O)NC(CC(C)C)C(=O)Nc3cc(C(=O)O)ccc3C)ccc21 (configuration not stated),x,0.66,-0.29
CC(C)n1nnnc1-c1cc(Cl)cc(Cl)c1,x,1.21,-0.02
CC(C)OC(=O)CCCN1C(=O)c2ccc(N)cc2C1=O,5.0,0.55,0.33
COc1cccc(-n2c(SCC(=O)N3CCc4ccccc43)nnc2-c2c[nH]c3ccccc23)c1,-10.0,-0.6,0.33
Cc1nn(-c2ccccc2)c2c1C1(C(=O)N(C)c3ccccc31)N(c1ccccc1)C(=O)N2 (configuration not stated),-7.1,0,0.06
CC(NC(=O)CCN1N=C(c2ccccc2)CCC1=O)c1ccc2c(c1)OCCO2 (configuration not stated),-46.7,x,x
C/C(=C\C(=O)c1ccccc1)Nc1ccc(O)cc1,-16.7,-0.41,-0.41
CCCCNC(=O)COC(=O)CNC(=O)c1cc(Cl)cc([N+](=O)[O-])c1,41.7,x,x
Cc1ccccc1N1CC(O)(c2cccs2)[N+]2=C1CCCC2 (configuration not stated),0.0,x,x
COc1ccc(NC(=O)CCC2CCCC2)cc1OC,-6.7,-0.19,-0.44
N#Cc1ccc(Oc2cccc(C(=O)O)c2)cc1C#N,x,-0.5,-1.08
COC(=O)c1c(C)nc2nonc2c1N,-84.2,x,x
Cc1c(C(=O)NCc2cccnc2)oc2ccc(S(=O)(=O)N3CCC4(CC3)OCCO4)cc12,25.0,0.86,1.73
COc1ccc2c(CN3CCN(S(=O)(=O)c4cccs4)CC3)cc(=O)oc2c1,-6.7,-1.29,-1.27
Cc1ccc(CNc2ncccc2-c2nc3cc(Cl)ccc3o2)cc1,6.7,-0.63,0.53

# Structural class: the entries above containing a COOH group (3)
SMILES,INS promoter inh,sdo1 growth,sdo1 growth Rescue 24 h
O=C(NC1CCC(C(=O)O)CC1)OCc1ccccc1 (configuration not stated),0.0&-6.2,0.94&-0.13,-0.28&-0.92
CC(=O)N1CCc2cc(S(=O)(=O)NC(CC(C)C)C(=O)Nc3cc(C(=O)O)ccc3C)ccc21 (configuration not stated),x,0.66,-0.29
N#Cc1ccc(Oc2cccc(C(=O)O)c2)cc1C#N,x,-0.5,-1.08

# New compounds follow:
SMILES,INS promoter inh,sdo1 growth,sdo1 growth Rescue 24 h
CCNC(=O)c1ccc(C2SCC(=O)N2Cc2ccco2)cc1 (configuration not stated),-2.9,0.94,0.85
COc1ccc(Cc2nn[nH]n2)cc1,37.1,1.18,2.1
CC(C)(C)OC(=O)N1CCOCCOCCN(C(=O)OC(C)(C)C)CCOCCOCC1,-33.3,0.94,0.89
CCOC(=O)N1CCN(C(=O)c2cnc3n(c2=O)CCS3)CC1,-12.5,1.57,1.95
COc1ccc(C(=O)N2CCN=C2SCc2cccnc2)c(OC)c1,x,0.99,0.73
CCOC(=O)c1csc(NC(=O)CSc2nnnn2-c2ccc3c(c2)OCCO3)n1,28.6,-0.49,-0.89
O=C(O)c1ccc(SCc2cnc(Cl)s2)cc1,42.9,0.05,-0.4
Cc1cccc(NC(=O)C(=O)NCCCN2CCOCC2)c1,-2.6,x,x
CCCOc1ccc(C(=O)CCC(=O)OCC(=O)Nc2ccc(Oc3ccccc3)cc2)cc1,x,-0.41,-0.31
Cn1c(=O)n(Cc2ccccc2)c(=O)c2c1nc1n2CCS1,-11.4,0.13,-0.23
CCCCn1c(=N)n(CC(O)COc2cccc(C)c2)c2ccccc21 (configuration not stated),-35.7,0.36,1.25
CN1CCN(/N=C/c2ccc(N(C)c3ccccc3)cc2)CC1,-5.3,x,x
O=C(c1ccccc1-c1ccccc1)N1CCN(c2ccccn2)CC1,-60.0,-0.9,-0.8
CS(=O)(=O)N(CC(=O)Nc1ccc2c(c1)OCO2)c1ccc2c(c1)OCO2,x,0.25,-0.04
COc1ccc(/C=N/NC(=S)NCc2ccccc2)cc1OC,18.4,-0.64,-0.2
COCCCNc1c2c3c(cccc3[nH]c1=O)C(=O)c1ccccc1-2,x,-0.45,-0.38
Cc1ccc(-n2ncc3c(=O)n(CC(=O)N4CCN(c5ccccc5F)CC4)cnc32)cc1C,31.2,-0.34,1.16
Cn1c(C(=O)N2CCOCC2)cnc1Sc1ncc(C(F)(F)F)cc1Cl,-6.2,-0.24,-0.06
Fc1ccc(NC(=S)Nc2cccnc2)c(F)c1F,-11.1,x,x
CN(C)S(=O)(=O)c1ccc(Cl)c(NC(=O)CSc2nc3ccccc3c(=O)n2CCCN2CCOCC2)c1,9.1,0.13,-0.88
CS(=O)(=O)c1ccc2nc(NC3(C(F)(F)F)N=C4SCCN4C3=O)sc2c1 (configuration not stated),-16.2,-0.06,-1.19
COc1ccc(C(=O)N2CCN(S(=O)(=O)c3ccc(C)cc3C)CC2)cc1OC,-40.0,-0.26,-0.37
O=C(c1ccccc1NS(=O)(=O)c1cccs1)N1CCOCC1,23.1,0.39,-0.02
O=C(O)c1ccc(-n2nc(C(F)(F)F)c3c2CCCC3)cc1,13.3,0.61,0.24
COc1ccc(OCC(=O)Nn2c(-c3ccc(C)cc3)nc3ccccc3c2=O)cc1,31.2,-0.51,-0.52
CCNc1ccc(S(=O)(=O)N(C)C)cc1NCC(=O)Nc1ccc(Br)cc1F,-37.7,-0.25,0.03
C=COCCNC(=S)N1CCOCCOCCN(C(=S)NCCOC=C)CCOCC1,-200.0,x,x
O=c1c2ccccc2oc2nc(-c3ccco3)n(-c3ccccc3)c(=O)c12,x,0.47,0.57
Cn1cnc([N+](=O)[O-])c1Oc1ccc2ccccc2c1,11.1,0.47,-0.21
CCCn1c(SCC(N)=O)nc2c(c1=O)C1(CCCC1)Cc1ccccc1-2,-71.4,-0.96,-0.78
Cc1csc(NC(=O)c2cc([N+](=O)[O-])cc([N+](=O)[O-])c2)n1,-16.7,-1.05,-0.33
Cc1ccc(NC2=C(Cl)C(=O)OC2NC(=O)c2ccccc2)cc1 (configuration not stated),-13.3,1.44,1.58
O=C(NCCn1cc(SCc2ccc(F)cc2)c2ccccc21)c1c(F)cccc1F,-109.8,-0.15,-0.84
Cc1ccc(/C=N/NC(=O)c2ccco2)s1,x,0.46,-0.32
COc1ccc(CN2CCCCC2C(=O)Nc2ccc(OC)c(OCC(C)C)c2)cc1OC (configuration not stated),27.6,0.44,-0.15
O=C(CCSc1ccc(Cl)cc1)NCc1ccncc1,-109.1,x,x
c1coc(C2Nc3cccc4cccc(c34)N2)c1,21.4,-1.33,-0.23
CCC(C)NC(=O)C1CCN(S(=O)(=O)CC)CC1 (configuration not stated),14.3,-0.26,-0.64
O=c1[nH]c(CSc2ccccn2)nc2c1cnn2-c1ccccc1,34.4,-0.75,0
FC(F)(F)c1cccc(-c2ccc(-c3csnn3)o2)c1,x,0.26,0.18

# Profiles, quoted from the list. Order of values: INS promoter inh, sdo1 growth, sdo1 growth Rescue 24 h
# Record of `COc1ccc(C(=O)N2CCN(S(=O)(=O)c3ccc(C)cc3C)CC2)cc1OC` → -40.0, -0.26, -0.37
# Record of `O=C(O)c1ccc(-n2nc(C(F)(F)F)c3c2CCCC3)cc1` → 13.3, 0.61, 0.24
# Record of `Cn1cnc([N+](=O)[O-])c1Oc1ccc2ccccc2c1` → 11.1, 0.47, -0.21
# Record of `CCC(C)NC(=O)C1CCN(S(=O)(=O)CC)CC1` (configuration not stated) → 14.3, -0.26, -0.64

# Following part
SMILES,INS promoter inh,sdo1 growth,sdo1 growth Rescue 24 h
COc1ccc(C(=O)N/C(=C\c2ccccc2)C(=O)NC(CC(C)C)C(=O)O)cc1 (configuration not stated),0.0,x,x
CCCOC(=O)CN1C(=O)c2ccccc2C1=O,50.0,0.74,-0.29
CCSc1nnc(CNc2ccc(F)cc2)n1CC1CCCO1 (configuration not stated),x,-1.5,-1.43
CCOC(=O)C1=C(CSc2nc3c(cc2C#N)CN(C)CC3)OC(N)=C(C#N)C1c1ccc(F)cc1 (configuration not stated),-8.6,0.07,0.33
Cc1cccc(/N=C/c2c(O)n(Cc3ccc4c(c3)OCO4)c(=O)c3ccccc23)n1,-18.9,x,x
O=C(COC(=O)CC(c1ccccc1)c1ccccc1)NCc1ccccc1,45.2,-0.86,-0.21
O=C(NC1(C(F)(F)F)NC(=O)N(c2ccc(F)cc2)C1=O)c1cccs1 (configuration not stated),46.9,0.35,-0.25
Cc1cc(Cl)ccc1NC(=O)NC1CCN(S(=O)(=O)c2ccc(F)cc2)CC1,-20.0,0.33,2.02
COc1ccc(-c2coc3cc4oc(=O)cc(C)c4cc23)cc1F,11.4,-0.88,0.21
O=S(=O)(c1ccccc1S(=O)(=O)N1CCCCC1)N1CCCCC1,-10.0,-0.69,-1.01
O=C(N/N=C/c1ccncc1)/C(=C/c1ccccc1)NC(=O)c1ccccc1,16.7,0.9,0.49
CCOC(=O)Nc1ccc2c(c1)nc(CN1CCN(C(C)=O)CC1)n2C,57.1,2.47,2.34
CCCOc1ccc(C(=O)N2CCCc3ccccc32)cc1,-145.0,-0.1,-0.63
CCOC(=O)C/C(C)=N/NC(=O)Nc1ccccc1,38.5,-0.46,-1.26
COc1cccc(NC(=O)C(C)SCc2ccccc2)c1 (configuration not stated),-5.0,x,x
Cc1ccc(C(=O)N/C(=C/c2ccco2)C(=O)NC2CCS(=O)(=O)C2)cc1 (configuration not stated),33.3,x,x
COc1cccc(/C=C(/C(=O)OCC(=O)NC2CCCCCCC2)c2ccccc2)c1,x,-0.17,-0.71
Cc1ccccc1NC(=O)CCC(=O)N/N=C/c1c[nH]c2ccccc12,15.0,x,x
CCCCCCC(=O)Nc1ccc(C(=O)N2CCCC2)cc1,36.7,-0.39,-0.73
CC(Oc1ccc(Cl)cc1Cl)C(=O)NN=C1CCN(C)CC1 (configuration not stated),10.0,-0.86,-1.71
Cc1cc(Br)cc(C)c1NC(=S)NC(=O)CC(C)C,4.3,-1.23,-0.87
Cc1ccc(S(=O)(=O)N(C)CC(=O)N2CCN(c3ccccn3)CC2)cc1,60.0,-0.2,0.19
COc1ccc(CN(C)CCc2ccccn2)c(OC)c1OC,x,1.22,1.01
Cc1nc2ccc(C(=O)O)cc2[nH]1,-9.6,-0.64,-1.45
NNC(=O)CCc1c[nH]c2ccccc12,46.1,0.29,0.12
COc1ccc2oc(=O)cc(C)c2c1,x,1.69,2.14
CCC1Oc2ccc(C)cc2N(CC(=O)NCC2COc3ccccc3O2)C1=O (configuration not stated),x,-1.17,-0.92
O=C(c1ccc(C(=O)N2CCCCCC2)cc1)N1CCCCCC1,56.2,-0.37,-0.1
O=C(O)C1C2C=CC3(CN(c4cccc(C(F)(F)F)c4)C(=O)C13)O2 (configuration not stated),35.7,1.75,2.69
COCCNC(=O)CSCc1c(F)cccc1Cl,-41.7,1.63,2.09
O=C(CCl)N=c1sccn1Cc1ccc(Cl)cc1Cl,i,x,x
COc1cccc(CNc2cc(CSc3ccc(Cl)cc3)nc(C)n2)c1,-50.0,-0.52,0.63
Cc1cc(NCc2ccccc2)nc(N2CCOCC2)n1,-20.5,0.8,0.57
N=C(c1cccc([N+](=O)[O-])c1)N1CCCCC1,-19.1,x,x
Cc1nn(-c2ccccc2)c(=S)n1-c1ccccc1,42.9,0.74,-0.35
CCn1c(C)c(C2=CCN(S(=O)(=O)c3ccc(C)cc3)CC2)c2ccccc21,15.4,-0.51,-0.68
CC(=O)c1ccc(Oc2ncnc3sccc23)c(CN2CCOCC2)c1,15.4,0.32,-0.01
Cc1ccccc1Nc1nc(CSc2nnnn2-c2ccccc2)cs1,68.6*,-0.95,-0.69
Fc1ccc(F)c(CN2CCN(c3ncccn3)CC2)c1,-3.9,0.13,-0.26
O=C(C1CC1)N(CCN(Cc1ccccc1)C(=O)C1CC1)Cc1ccccc1,-250.0,-1.41,-0.63
O=C(OC1CCN(c2ncc(C(F)(F)F)cc2Cl)CC1)c1cccc(C(F)(F)F)c1,x,0.45,0.1
Fc1ccccc1NC(=S)N1CCN(c2ccccn2)CC1,41.9,0.99,-0.03
CCC1CCCCN1C(=O)CSc1nnc(-c2ccc(OC)cc2)o1 (configuration not stated),x,-1.38,-1.55
CCOC(=O)C1=C(CSc2nc3ccccc3s2)NC(=O)NC1c1ccc(OC)cc1 (configuration not stated),x,-0.75,-0.37
C=CCn1c(-c2ccc(OC)c(OC)c2)n[nH]c1=S,x,0.73[16.7 µM],0.76
O=C(O)c1ccc(-n2cccn2)nc1,11.8,x,x
CS(=O)(=O)N(CC(=O)N1CCN(c2ccccc2)CC1)c1ccc(Cl)c(C(F)(F)F)c1,-13.8,-0.73,-0.59
CCOC(=O)CSc1nc(C2CC2)nc2ccccc12,x,-0.82,-1.51
Cc1ccc(NC(=S)NNC(=S)NC2CCCCC2)cc1,26.7,x,x
O=C(Nc1ccc(N2CCOCC2)c(Cl)c1)c1cccnc1,15.8,0.64,0.12
Cc1nn(CCC(=O)NNC(=S)Nc2ccc(F)cc2)c(C)c1Br,-125.4,0.44,-0.07
O=C(N/N=C/c1ccc(OCc2ccccc2)cc1)c1ccncc1,-38.9,x,x
CCc1ccc(-c2nnn(Cc3nn[nH]n3)n2)cc1,19.2,-0.9,-1.35

# From PubChem
